Compound activity (PubChem BioAssay)
PNC assembly inh: High Content Assay for Compounds that inhibit the Assembly of the Perinucleolar Compartment. PC3M PTB-GFP, PNC prevalence imaging, 16 h; stronger effect = lower value. activity change (PNC), negative = inhibition, % at 10 µM. hit rate 3.1% among 140,000;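 active = readout at or below -70, meaning at least 70% loss of cells showing the perinucleolar compartment, a nuclear body marking cancer cells; inconclusive = readout between -30 and a set limit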;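 note: plate controls were DMSO wells for no effect and camptothecin positive control wells for full effect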
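PC3M cells stably expressing PTB-GFP, 750–1000 cells/well, treated 16 h at 37 °C with compound (23 nl of library stock), in duplicate. After paraformaldehyde fixation and Hoechst stain, imaged at 20x; PNC prevalence scored by image analysis.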
ALOX12 inhib: qHTS Assay for Inhibitors of 12-hLO (12-human lipoxygenase); purified 12-hLO, xylenol orange hydroperoxide absorbance; Polyunsaturated fatty acid lipoxygenase ALOX12 (Homo sapiens), P18054; hit rate 0.12% among 150,000; Potency, µM (doses to about 57.1 µM), for the others: at the top dose activity change, negative = inhibition, hits mostly inhibitors; AID 1452, 2008; note: potency is the fitted concentration of half-maximal effect; nearly all actives have a fitted effect of over 55% in size; many of its hits are not listed in these tables
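Purified human 12hLO (150 nM final) was preincubated with compounds for 15 min at room temperature in 25 mM Hepes pH 7.0, 0.01% Triton X-100, then reacted with 40 uM arachidonic acid for 30 min. Hydroperoxide was detected with ferrous iron/xylenol orange.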
IMPase cell inh: qHTS Assay for Identifying the Cell-Membrane Permeable IMPase Inhibitors. Inositol monophosphatase 1 (Rattus norvegicus), P97697. CHO-M1 cells, IP1 accumulation, HTRF TR-FRET ratio. inhibition (IP1 accumulation), % at 46.1 µM. 120,000 tested, under 10 active. AID 901, 2007; active = well fitted curve in the direction sought with a large enough effect in the signal ratio, not every such curve was filed as active; inconclusive = small, poorly fitted or top-dose-only effect, or a change in a side signal; inactive = no such curve, though single readings can be large or run the other way; the % refers to the signal ratio;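 note: cells stimulated with carbachol in lithium chloride buffer; plate controls were DMSO basal wells for no effect and reference inhibitor wells for full effect; higher means more IMPase inhibition seen as more IP1 and lower FRET ratio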
Target sequence (P97697 whole entry, looked up): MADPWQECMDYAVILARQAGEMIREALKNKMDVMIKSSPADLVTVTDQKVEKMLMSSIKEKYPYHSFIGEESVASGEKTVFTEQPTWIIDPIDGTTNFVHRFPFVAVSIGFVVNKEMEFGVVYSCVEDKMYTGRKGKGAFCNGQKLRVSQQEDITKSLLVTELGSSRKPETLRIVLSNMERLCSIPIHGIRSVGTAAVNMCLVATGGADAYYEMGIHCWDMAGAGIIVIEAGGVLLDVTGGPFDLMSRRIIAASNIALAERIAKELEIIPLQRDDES
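The IP-One HTRF competitive assay in carbachol-stimulated CHO-M1 cells quantifies cellular IP1. Compounds spanned up to 46 uM final, and activity is expressed as AC50 from concentration-response fits of the ratio and donor data.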
15-hLO-2 inh: qHTS Assay for Inhibitors of 15-hLO-2 (15-human lipoxygenase 2); AID 881, 2007; Potency, µM (series often up to 57.1 µM), for the others: at the top dose activity change, negative = inhibition, usual class: inhibitors; hit rate 0.56% among 110,000; purified 15hLO-2, xylenol orange hydroperoxide absorbance; note: potency is the fitted concentration of half-maximal effect; nearly all actives have a fitted effect of over 60% in size; many of its hits are not listed in these tables
Target sequence (O15296 whole entry, looked up): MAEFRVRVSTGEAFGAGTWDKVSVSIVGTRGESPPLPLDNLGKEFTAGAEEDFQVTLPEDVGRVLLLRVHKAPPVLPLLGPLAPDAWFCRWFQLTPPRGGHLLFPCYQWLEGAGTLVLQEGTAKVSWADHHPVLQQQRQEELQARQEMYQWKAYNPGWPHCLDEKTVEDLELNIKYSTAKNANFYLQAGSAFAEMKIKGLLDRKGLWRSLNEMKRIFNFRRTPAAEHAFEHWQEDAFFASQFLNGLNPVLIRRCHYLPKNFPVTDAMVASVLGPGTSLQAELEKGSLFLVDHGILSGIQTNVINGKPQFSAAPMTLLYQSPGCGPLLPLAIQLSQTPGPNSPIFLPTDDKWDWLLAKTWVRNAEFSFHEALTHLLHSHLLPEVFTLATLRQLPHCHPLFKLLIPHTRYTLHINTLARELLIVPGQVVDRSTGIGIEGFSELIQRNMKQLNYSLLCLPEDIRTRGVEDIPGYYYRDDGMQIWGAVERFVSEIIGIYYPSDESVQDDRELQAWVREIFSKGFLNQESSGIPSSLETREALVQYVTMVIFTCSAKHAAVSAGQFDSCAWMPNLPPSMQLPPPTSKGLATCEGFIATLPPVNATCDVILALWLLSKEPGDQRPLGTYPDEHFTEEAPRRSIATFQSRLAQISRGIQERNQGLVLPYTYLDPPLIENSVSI
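Enzyme 50 nM, AA 45 uM, 25 mM Hepes pH 7.5 + 0.01% Triton X-100; cpd preinc 15 min RT, rxn 90 min RT; stop/detect with 200 uM XO + 300 uM Fe(II) in 50 mM H2SO4, 30 min; A573/A405.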
* = called active by the depositor; ? = inconclusive; . = no result given; [ ] = remark or other dose. Unless noted, calls come from the whole dose curve; as a rule, active = well fitted curve in the direction sought with a large enough effect; inconclusive = small, poorly fitted or top-dose-only effect, or another doubt; inactive = no such curve, though single readings can be large; an effect the other way counts as inactive or inconclusive. Unless noted, % is set by controls: 0 for no effect and ±100 for the full control effect. A portion of the library; rates above refer to the full screens.

SMILES	PNC assembly inh	ALOX12 inhib	IMPase cell inh	15-hLO-2 inh
c1ccc2c(c1)ncn2Cc1nnc2sc(-c3ccc4c(c3)OCO4)nn12	0.5	-21.7%	-1.9	4.9%
CCOc1ccc(NC(=O)N(CCC(C)C)C2CCN(C(C)=O)CC2)cc1	?	9.1%	2.0	4.0%
C(=C\c1ccco1)/C=N/n1cnnc1	?	-12.4%	-3.4	-2.8%
COc1ccc(OC(=O)c2cccc(S(=O)(=O)N3CCCC3)c2)cc1	2.8	-3.2%	-1.0	-4.9%
Cc1ccc(-c2nn(-c3ccccc3)cc2NC(=O)c2ccccc2)cc1	49.7	0.1%	.	.
COc1ccc(C(=O)CSc2nc(SC)ns2)cc1OC	-21.5	-16.7%	1.0	-2.1%
COC(=O)c1ccc(C(=O)OC)c(NC(=O)CCC(=O)O)c1	-20.4	-5.1%	-3.1	3.6%
CCOc1cc2c3c(c1)C1(Nc4ccccc4S1)C(=O)N3C(C)(C)CC2C (stereo not drawn)	41.3	-11.0%	-2.8	-22.0%
O=C(CSc1nnc(-c2ccc(Br)cc2)n1C1CCCCC1)N1CCCC1	-24.2	-3.2%	3.1	.
CC(C)(C)c1ccc(/C=C2\Oc3cc(OC(=O)N4CCOCC4)ccc3C2=O)cc1	?	-0.5%	.	.
O=C(CSc1nc2c(c(=O)n1-c1ccc(Cl)cc1)SCC2)Nc1nccs1	?	-6.2%	22.1	2.8%
COc1ccc(-c2nnc(SCC(=O)NCc3cccs3)n2C)cc1	30.3	3.5%	0.9	.
CNC(=S)N1N=C(c2ccc(C)cc2)CC1c1ccc(Br)cc1 (stereo not drawn)	-23.9	-26.3%	-2.6	-9.7%
CCOCCN(C=O)c1cccc(OC)c1	?	-2.2%	3.1	-3.8%
Cc1sc2nc(CN(C(=O)NC3CCCCC3)C3CCCCC3)[nH]c(=O)c2c1C	15.8	5.1%	-9.9	.
Cc1nn(-c2ccccc2)c(C)c1C(=O)OCC(=O)Nc1ccc2c(c1)OCO2	-6.7	-2.7%	-2.5	-6.2%
COc1cc2c(cc1OC)-c1nnc(C)n1C(C)(C)C2	11.4	-3.8%	3.2	-1.1%
COc1cccc(CCC(=O)O)c1OC	-9.3	-6.4%	0.6	1.8%
CCN(C(=O)COC(=O)c1cc(-c2ccccc2)nc2c1c(C)nn2-c1ccc(C)cc1)C1CCS(=O)(=O)C1 (stereo not drawn)	15.8	-0.5%	.	.
N#C/C(=C/c1cn(CC(=O)O)c2ccccc12)c1ccc(F)cc1	?	-4.7%	.	.

Arranged by count of non-hydrogen atoms (highest first): some entries from above.
SMILES	PNC assembly inh	ALOX12 inhib	IMPase cell inh	15-hLO-2 inh
Cc1sc2nc(CN(C(=O)NC3CCCCC3)C3CCCCC3)[nH]c(=O)c2c1C	15.8	5.1%	-9.9	.
CNC(=S)N1N=C(c2ccc(C)cc2)CC1c1ccc(Br)cc1 (stereo not drawn)	-23.9	-26.3%	-2.6	-9.7%
COC(=O)c1ccc(C(=O)OC)c(NC(=O)CCC(=O)O)c1	-20.4	-5.1%	-3.1	3.6%

Complete entries from above. Values in the order: PNC assembly inh	ALOX12 inhib	IMPase cell inh	15-hLO-2 inh
Record of COC(=O)c1ccc(C(=O)OC)c(NC(=O)CCC(=O)O)c1 = -20.4	-5.1%	-3.1	3.6%
Record of Cc1ccc(-c2nn(-c3ccccc3)cc2NC(=O)c2ccccc2)cc1 = 49.7	0.1%	.	.

Part of the list above, reformatted:
PNC assembly inh | ALOX12 inhib | IMPase cell inh | 15-hLO-2 inh | Compound
2.8 | -3.2% | -1.0 | -4.9% | COc1ccc(OC(=O)c2cccc(S(=O)(=O)N3CCCC3)c2)cc1
? | 9.1% | 2.0 | 4.0% | CCOc1ccc(NC(=O)N(CCC(C)C)C2CCN(C(C)=O)CC2)cc1

Further results follow:
SMILES	PNC assembly inh	ALOX12 inhib	IMPase cell inh	15-hLO-2 inh
Brc1ccccc1-c1nc(-c2ccccc2)no1	?	-5.6%	-1.0	15.5%
COc1ccccc1OCC(=O)NCCC1=CCCCC1	3.6	-2.2%	.	.
Cc1cccc(OCc2nc(C#N)c(N3CC(C)CC(C)C3)o2)c1 (stereo not drawn)	?	-9.9%	10.9	-2.7%
CC(C)(Oc1ccc(Cl)cc1)C(=O)Nc1cccnc1	21.8	-7.1%	1.3	2.6%
O=C1CC(N2CCOCC2)C(=O)N1CCc1ccccc1 (stereo not drawn)	?	-0.8%	-17.8	5.4%
CCOc1ccc(C2C3=C(Nc4nc(N)[nH]c(=O)c42)c2ccccc2C3=O)cc1 (stereo not drawn)	7.5	-9.1%	-7.8	.
O=C(NCCOc1ccccc1)c1cc(C(=O)NCCOc2ccccc2)cc([N+](=O)[O-])c1	32.0	-2.1%	.	.
COc1cc(C2c3c(oc4ccccc4c3=O)C(=O)N2Cc2cccnc2)cc(OC)c1OC (stereo not drawn)	-13.2	3.8%	-3.8	-0.8%
Cc1nc(CNS(=O)(=O)c2cccc(F)c2)cs1	7.5	-5.8%	2.7	-1.8%
Cc1cc(N2CCOCC2)c2c(N)c(C)cc(C)c2n1	13.9	-3.7%	32.2[activator]	3.9%
COc1ccc(/C=C2/CCc3ccccc3C2=O)cc1OC	-13.8	-1.9%	.	.
COCCCNCCOCCOc1c(OC)cccc1OC	?	-6.9%	-2.0	7.7%
Cc1ccc(C)c(OCC(=O)Nc2ccc(S(=O)(=O)Nc3ccccn3)cc2)c1	51.2	3.8%	8.7	.
COc1ccccc1OCC(=O)Nc1cc(Cl)ccc1Oc1ccccc1	26.4	-2.1%	6.2	.
CCOC(=O)c1ccc(NC(=O)N2CCN(CCc3ccccc3)CC2)cc1	29.8	1.2%	-6.0	16.4%
CCOC(=O)C1CCCN(CC(=O)/C=C2/N(C)c3ccccc3C2(C)C)C1 (stereo not drawn)	24.6	-1.6%	-0.3	5.3%
c1ccc(Nc2ncnc3c2oc2ccccc23)cc1	4.5	7.8%	16.5	18.7%
CC(C)CCOC(=O)/C(=C/c1ccco1)NC(=O)/C=C/c1ccccc1	26.3	-7.4%	-2.8	-21.0%
COC(=O)c1c(O)c2c([nH]c1=O)CCCC2	47.9	-1.3%	-4.8	10.3%
O=C(O)C[C@@H]1CCCc2ccccc2[C@H]1O	.	-3.6%	-2.0	-5.3%
COc1ccc(C(=O)OC(C)C(=O)Nc2cc(C(F)(F)F)ccc2Cl)c(OC)c1OC (stereo not drawn)	-11.5	-2.4%	5.4	.
Cc1ccc(N=C2NC(=O)C(CC(=O)O)S2)cc1 (stereo not drawn)	-6.5	-4.7%	?	2.0%
CCN=c1scc(C)n1/N=C/c1ccsc1	-14.1	-1.8%	4.3	-4.7%
CS(=O)(=O)N1CCC2(CC1)CN(c1ccc(-c3ccccc3)cc1)C2	.	-3.2%	.	-10.8%
Cc1cc(C(=O)Nc2ccccc2N2CCOCC2)ccc1[N+](=O)[O-]	66.9	-3.8%	1.7	.
O=C(NCc1ccccc1)C12CN(Cc3ccccc3)CC1C(c1ccc([N+](=O)[O-])cc1)=NO2 (stereo not drawn)	?	-2.3%	1.4	-7.2%
N/C(=N\c1nc2c(c(=O)[nH]1)CCC2)Nc1cccc2ccccc12	20.7	4.1%	?	-0.8%
O=C(CSc1nnnn1-c1ccc2c(c1)CCC2)Nc1ccc2c(c1)OCCO2	-10.0	-6.9%	?	5.4%
NC(=O)CSCc1ccc(Br)cc1	3.1	-6.7%	16.3	7.7%
COc1cccc(-c2ccc3ncnc(NCc4ccccc4OC)c3c2)c1	.	-17.4%	.	-2.1%
CCn1c(=O)cc(SCC(=O)N2CCN(C3CCCCC3)CC2)c2ccccc21	-24.4	2.9%	2.4	12.1%
CCC(=O)N(Cc1c(C)nn(-c2ccccc2)c1Cl)c1ccc(Cl)cc1	2.2	-0.6%	.	.
CCOc1ccc(-c2c(C(=O)N/N=C/c3ccc(OC(C)C)cc3)nnn2-c2nonc2N)cc1	-22.2	-3.3%	-2.3	.
CNC(=S)N(CCc1c(C)[nH]c2ccc(C)cc12)Cc1ccco1	45.5	-1.0%	.	.
Cc1ccc(N2CC(C(=O)Nc3ccc4c(c3)OCO4)CC2=O)cc1 (stereo not drawn)	2.7	-0.5%	-7.0	0.1%
Cc1oc(/C=N/NC(=O)CC2(C)OCCO2)cc1Br	41.1	-0.7%	.	.
CCC1=C2CC[C@H]3C(=O)N(CC)C(=O)[C@H]3[C@H]2[C@@]2(Cc3ccccc3)C(=NCCOC)OC(=O)N2C1=O	.	-0.9%	.	-3.0%
CCN(CC)CC(=O)Nc1c(C)cc(C(C)(C)C)cc1C	?	3.8%	-0.5	18.9%
COc1ccc(-c2nnc(SCC(=O)Nc3cc(F)ccc3C)o2)cc1	17.0	-2.0%	7.9	2.9%
O=C(N/N=C/C1CC=CCC1)c1ccc(Cl)cc1O (stereo not drawn)	?	-2.9%	-8.7	.
COc1ccccc1-n1c(C)nnc1SCC(=O)Nc1cc(C)cc(C)c1	16.5	-1.0%	?	1.7%
O=C(Cn1cnc2c(nnn2Cc2ccc(Cl)cc2)c1=O)NCC1CCCO1 (stereo not drawn)	?	-3.8%	-10.6	-0.8%
Cc1cccc(OCC(=O)N/N=C\C=C\c2ccc3c(c2)OCO3)c1C	30.5	-6.1%	6.0	-6.9%
CCOC(=O)Cn1cnc([N+](=O)[O-])n1	-22.9	0.3%	-10.1	1.9%
CC[C@H](C)C(=O)O[C@H]1CCC=C2C=C[C@H](C)[C@H](CC[C@@H]3C[C@H](O)CC(=O)O3)[C@H]21	.	-3.2%	-5.2	17.5%
CCOC(=O)C1=C(N)Oc2ccc3ccccc3c2C1c1cccnc1 (stereo not drawn)	-25.6	0.4%	4.6	.
CCCCN(CC)C(=O)Cn1c(=O)sc2ccccc21	26.7	-2.9%	6.0	-7.7%
O=C(NC1CCCCC1)n1c(=O)oc2ccc(Cl)cc21	?	9.0%	-8.6	-5.0%
CCC(c1nnc(SCC(=O)Nc2ccc(C(C)=O)cc2)n1C1CCCCC1)N(C)C (stereo not drawn)	0.8	0.0%	.	.
CN1CCN(CC(=O)N2c3ccccc3C(C)(c3ccccc3)CC2(C)C)CC1 (stereo not drawn)	?	2.8%	-4.5	26.4%
O=C(CSc1cccc[n+]1[O-])c1cc2ccccc2o1	7.6	-9.7%	-2.9	-20.7%
CCOc1ccccc1NC(=O)N1CCC(NC(=O)c2cccc(C)c2)CC1	-23.8	-6.9%	6.9	1.1%
Cc1cc(C)cc(Nc2nc(-c3ccc(S(=O)(=O)N4CCCC4)cc3)cs2)c1	55.9	-4.2%	.	.
O=C(Nc1nnc(C2CC2)s1)c1ccccn1	?	-2.4%	-1.0	28.8%
CC1(C)CC(=O)c2cc(C(=O)N3CCCC(C)(C)C3)c(=O)n(-c3ccccc3)c2C1	10.5	-1.6%	3.2	1.3%
O=C(Cc1cccs1)Nc1ccc(NC(=O)c2ccco2)cc1	14.5	-5.3%	-7.9	15.5%
CCNCCOC(c1ccccc1)c1ccccc1	?	5.9%	.	.
COc1ccc(NC(=O)CN2C(=O)c3cccc4cccc2c34)cc1OC	25.2	7.7%	-6.3	-10.2%
Cn1c(SCC(=O)NNC(=O)Cc2ccccc2)nnc1-c1ccc(Cl)cc1	-1.3	2.5%	-16.0	-1.3%
CCOc1ccc(CCNC(=O)CCc2c(C)nc3ncnn3c2C)cc1OCC	-4.5	0.8%	10.4	-3.6%
N/C(CC(=O)Nc1ccc(F)cc1)=N\O	30.1	13.1%	3.7	.
N#Cc1sc2nc(-c3ccccc3)cc(-c3ccco3)c2c1N	11.2	-19.0%	4.6[1.84 µM]	-12.7%[11.4 µM]
O=C(CNC(=O)c1ccc(F)cc1)N/N=C/c1cc(Br)ccc1OCc1ccccc1	19.3	-2.4%	.	.
